BoNT A protease = BoNT A light chain protease inhibition. AID 588499. multiplex microsphere protease substrate cleavage, flow cytometry. inhibition, % at 10 µM. 360,000 compounds, 0.17% hits; note: plate controls were buffer without enzyme for full effect and enzyme alone for no effect
FadD28 binding = M. tuberculosis FadD28 bisubstrate binding inhibition; AID 588549; inhibition, % at 12.5 µM; 360,000 compounds, 0.22% hits; FadD28 bisubstrate probe binding, fluorescence polarization; in the data active = inhibition above about 8.5%, passing the limit was not always enough; inconclusive = no clear call, values can overlap the other calls
TcdB GH inh = TcdB glycohydrolase inhibition; P18177; TcdB glycohydrolase enzymatic assay, plate reader; inhibition, % at 9.99 µM; 350,000 compounds, 0.24% hits; in the data active = inhibition above about 10%
CCHF vOTU inh = CCHFV vOTU protease inhibition; 370,000 compounds, 0.55% hits; Pep-AMC fluorescence; inhibition, % at 11.5 µM; AID 651958; in the data active = inhibition above about 30%; note: 0% = vehicle wells with enzyme and 100% = no enzyme wells
Anthrax LF inh2 = blocks Bacillus anthracis lethal factor protease | multiplex microsphere protease cleavage assay, LF | P15917 | inhibition, % at 10 µM | 360,000 compounds, 0.12% hits | AID 588501; note: plate controls were buffer without enzyme for full effect and enzyme alone for no effect
Target sequence (P15917 whole entry, looked up): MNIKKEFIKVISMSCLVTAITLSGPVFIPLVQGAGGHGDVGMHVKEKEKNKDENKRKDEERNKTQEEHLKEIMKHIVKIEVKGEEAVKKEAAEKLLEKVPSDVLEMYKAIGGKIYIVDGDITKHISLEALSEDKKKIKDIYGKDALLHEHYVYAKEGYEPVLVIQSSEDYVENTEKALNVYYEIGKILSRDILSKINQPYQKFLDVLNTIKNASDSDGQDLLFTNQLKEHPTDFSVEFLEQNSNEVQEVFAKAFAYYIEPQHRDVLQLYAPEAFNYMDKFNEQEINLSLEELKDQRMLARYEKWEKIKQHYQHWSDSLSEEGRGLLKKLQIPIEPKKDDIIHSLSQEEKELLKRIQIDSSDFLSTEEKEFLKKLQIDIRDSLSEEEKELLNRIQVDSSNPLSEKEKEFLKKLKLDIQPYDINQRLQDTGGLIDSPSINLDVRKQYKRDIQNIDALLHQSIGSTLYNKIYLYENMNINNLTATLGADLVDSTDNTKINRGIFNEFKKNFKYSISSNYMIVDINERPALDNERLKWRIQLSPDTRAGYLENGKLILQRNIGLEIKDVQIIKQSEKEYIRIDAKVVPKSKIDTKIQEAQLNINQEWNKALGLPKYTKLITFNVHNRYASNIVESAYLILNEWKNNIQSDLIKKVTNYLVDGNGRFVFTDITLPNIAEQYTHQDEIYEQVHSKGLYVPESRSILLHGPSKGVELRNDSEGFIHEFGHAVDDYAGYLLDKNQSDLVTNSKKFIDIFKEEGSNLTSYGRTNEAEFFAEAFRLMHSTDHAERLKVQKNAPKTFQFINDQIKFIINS
Y pestis TopoI = Y. pestis Topo-I inhibition via cleavage products. 360,000 compounds, 0.064% hits. Y. pestis Topo-I cleavage product accumulation, plate reader. activity, % at 10 µM. AID 504884; in the data active = activity above about 50%, passing the limit was not always enough; inconclusive = no clear call, values can overlap the other calls; note: inactives centre near 2
PrPC surface inh = reduces human prion protein on the cell surface; cell surface PrPC, TR-FRET read-out; P04156; 370,000 compounds, 0.43% hits; inhibition, % at 13.8 µM; in the data active = inhibition above about 24%; note: 0% = median of the test wells and 100% = reference compound wells
BoNT F protease = BoNT F light chain protease inhibition; 360,000 compounds, 0.22% hits; Multiplex microsphere protease cleavage assay, flow cytometry; inhibition, % at 10 µM; in the data active = inhibition above about 35%, passing the limit was not always enough; inconclusive = no clear call, values can overlap the other calls; note: plate controls were buffer without enzyme for full effect and enzyme alone for no effect
PfHsp40 yeast = restores yeast growth despite PfHsp40 toxicity | S. cerevisiae expressing PfHsp40, growth rescue, ATP luminescence | growth rescue, % at 12.5 µM | 340,000 compounds, 0.68% hits; in the data active = growth rescue above about 28%, passing the limit was not always enough; inconclusive = no clear call, values can overlap the other calls;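 note: yeast W303a lacking pdr1 and pdr3 grown in galactose medium; growth measured after three days at 30 °C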
Active calls of the source: *; u = inconclusive; x = no result given; & = joins results of further samples. Cut-off read from the data, not from the text of the source, unless noted: active = inhibition above about 30%; inconclusive = no clear call, values can overlap the other calls; inactive = below that.

#	molecule	FadD28 binding	Anthrax LF inh2	TcdB GH inh	Y pestis TopoI	PrPC surface inh	PfHsp40 yeast	BoNT A protease	BoNT F protease	CCHF vOTU inh
1	Cc1oc(-c2cccs2)nc1CSCC(=O)NC1CC1	-0.7	-1.2	x	-1.1	-0.9	-0.6	1.1	10.5	-13.5
2	CN(C)CCCNC(=O)CCc1ncc(C(F)(F)F)cc1Cl	0.7	0.4	-0.6	5.0	-3.3	-0.7	0.2	-0.8	-15.3
3	COc1ccc2c(C)c(Cc3ccccc3)c(=O)oc2c1OC	-0.2	-7.9	0.2	-1.7	2.4	0.3	-0.7	-2.1	-4.8
4	CCCCn1nc(C(=O)Nc2cc(S(=O)(=O)N(C)C)ccc2C)c2ccccc2c1=O	-1.4	-8.2	0.4	-0.9	5.7	1.7	-0.8	-3.3	-10.1
5	CCS(=O)(=O)n1nc(-c2ccccc2)cc1N	-2.5	-1.4	1.0	-3.5	-0.6	0.8	0.4	0.9	3.3
6	CCn1c(COc2ccc(C(C)C)cc2)nnc1SCC(=O)Nc1nccs1	-1.9	4.3	x	0.4	2.8	-0.7	4.0	4.0	0.1
7	Cc1cccc(C(=O)NC(NCc2ccco2)C(Cl)(Cl)Cl)c1 (stereo not given)	-1.7	-8.0	x	-5.0	7.9	0.5	0.6	3.9	3.7
8	COc1cnc(-c2ccccn2)nc1Oc1c(C)cccc1C	0.5	-5.7	2.3	-4.7	-0.7	0.8	-2.2	0.6	-3.3
9	O=C(NCc1ccco1)c1ccc(Cn2c(=S)[nH]c3ccccc3c2=O)cc1	-0.5	3.1	2.7	9.0	-2.4	-0.5	-1.0	-1.9	14.1
10	O=C(NCC1CCCN1S(=O)(=O)c1cccs1)c1ccc(F)cc1 (stereo not given)	-6.4	-27.6	-0.3	10.2	1.8	-0.2	-114.3	-155.7	-1.8
11	O=C(CC1SC(N2CCCC2)=NC1=O)Nc1ccc(C(=O)Nc2ccccc2)cc1 (stereo not given)	-3.7	-1.6	0.4	11.6	3.7	-0.6	1.9	7.1	-2.6
12	COc1ccc([C@H]2CN(c3ccc(OC)cc3)C(=O)[C@@H]2CC(=O)Nc2ccccc2)cc1	-5.4	-7.3	-1.8	4.9	-2.5	x	-0.2	-3.8	19.9
13	Cc1cc(NC(=O)CN2C(=O)/C(=C/c3cccc(Br)c3)SC2=S)no1	-0.2	-2.0	0.4	-0.5	-4.4	-0.5	-0.9	1.6	8.6
14	O=C(Cc1cccc2ccccc12)NNC(=O)Nc1cccc(Cl)c1	-1.9	-3.8	x	1.3	-1.3	-1.5	-0.4	-7.2	17.3
15	CCCCC(c1nnnn1CC1CCCO1)N1CCN(Cc2ccccc2)CC1 (stereo not given)	-1.0	-1.0	x	10.1	-7.0	-0.6	0.0	2.3	5.0
16	CC(C)CN(C(=O)COC(=O)CCc1c[nH]c2ccccc12)C1CCS(=O)(=O)C1 (stereo not given)	0.4	5.4	x	17.9	-1.7	1.1	0.2	-12.2	4.8
17	N#C/C(=N\O)c1nc(-c2ccccc2)cs1	-0.8&-0.2	-18.4&8.3	x	-8.5&-1.5	-25.7&-22.0	0.7&1.9	-1.1&0.3	-4.2&-0.3	-5.3&4.9
18	CCCCC(=O)Nc1ccc(NC(=O)c2cc(OC)c(OC)c(OC)c2)cn1	-3.5	-1.1	x	2.1	9.0	-1.6	-0.1	-7.4	8.8
19	COc1ccc(Cl)cc1N(CC(=O)N1CCCCC1)S(C)(=O)=O	-1.0	-9.8	1.6	1.4	-2.7	-1.1	0.5	-5.6	-0.9
20	CCC(C)NC(=O)CC(NS(=O)(=O)c1ccc(NC(C)=O)cc1)C(C)C (stereo not given)	0.9	-3.0	-0.5	3.6	-6.3	0.4	-0.5	1.7	-14.5

Rewritten screen by screen: seven of the compounds above.
#10 O=C(NCC1CCCN1S(=O)(=O)c1cccs1)c1ccc(F)cc1 (stereo not given)
#11 O=C(CC1SC(N2CCCC2)=NC1=O)Nc1ccc(C(=O)Nc2ccccc2)cc1 (stereo not given)
#12 COc1ccc([C@H]2CN(c3ccc(OC)cc3)C(=O)[C@@H]2CC(=O)Nc2ccccc2)cc1
#13 Cc1cc(NC(=O)CN2C(=O)/C(=C/c3cccc(Br)c3)SC2=S)no1
#14 O=C(Cc1cccc2ccccc12)NNC(=O)Nc1cccc(Cl)c1
#15 CCCCC(c1nnnn1CC1CCCO1)N1CCN(Cc2ccccc2)CC1 (stereo not given)
#16 CC(C)CN(C(=O)COC(=O)CCc1c[nH]c2ccccc12)C1CCS(=O)(=O)C1 (stereo not given)
assay / entry | 10 | 11 | 12 | 13 | 14 | 15 | 16
FadD28 binding | -6.4 | -3.7 | -5.4 | -0.2 | -1.9 | -1.0 | 0.4
Anthrax LF inh2 | -27.6 | -1.6 | -7.3 | -2.0 | -3.8 | -1.0 | 5.4
TcdB GH inh | -0.3 | 0.4 | -1.8 | 0.4 | x | x | x
Y pestis TopoI | 10.2 | 11.6 | 4.9 | -0.5 | 1.3 | 10.1 | 17.9
PrPC surface inh | 1.8 | 3.7 | -2.5 | -4.4 | -1.3 | -7.0 | -1.7
PfHsp40 yeast | -0.2 | -0.6 | x | -0.5 | -1.5 | -0.6 | 1.1
BoNT A protease | -114.3 | 1.9 | -0.2 | -0.9 | -0.4 | 0.0 | 0.2
BoNT F protease | -155.7 | 7.1 | -3.8 | 1.6 | -7.2 | 2.3 | -12.2
CCHF vOTU inh | -1.8 | -2.6 | 19.9 | 8.6 | 17.3 | 5.0 | 4.8

Later entries
#	molecule	FadD28 binding	Anthrax LF inh2	TcdB GH inh	Y pestis TopoI	PrPC surface inh	PfHsp40 yeast	BoNT A protease	BoNT F protease	CCHF vOTU inh
21	Cc1ccc(S(=O)(=O)N2c3ccc(S(N)(=O)=O)cc3CC2C)cc1 (stereo not given)	-3.3	-0.5	1.0	-12.1	0.6	-0.4	-0.1	-3.7	8.0
22	CC(C)CN(C(=O)COC(=O)c1nc(Cl)ccc1Cl)c1c(N)n(Cc2ccccc2)c(=O)[nH]c1=O	-0.7	3.8	0.6	3.7	2.6	0.7	-0.3	1.9	-1.6
23	Cc1ccc(C(OC(=O)c2ccco2)C(=O)NCc2cccs2)cc1 (stereo not given)	0.7	-3.7	x	9.9	-0.4	0.6	-0.7	-6.2	-35.3
24	COc1ccc(CCNC(=O)CSc2ccsc2[N+](=O)[O-])cc1OC	1.9	1.0	1.4	3.6	-27.3	-1.4	0.1	-3.3	8.9
25	O=C(c1ccc(NS(=O)(=O)c2ccc3c(c2)OCCO3)cc1)N1CCCCC1	-2.7	4.0	-0.1	-10.3	7.4	0.1	-0.1	1.7	5.3
26	Cc1ccc2nc(SCC(=O)Nc3ccc(C)c([N+](=O)[O-])c3)[nH]c2c1	-0.8	-1.4	x	-6.4	4.2	2.5	-0.1	3.2	9.0
27	CCc1ccc(-n2nnnc2SCC(=O)Nc2ccc(NC(C)=O)cc2)cc1	-2.5	-1.9	1.5	-0.3	13.4	0.4	-0.8	u	0.2
28	Cc1ccc(S(=O)(=O)/N=C(\CN2CCCCC2)N2CCOCC2)cc1	-0.7	-6.6	0.7	8.7	1.2	-1.3	0.1	-15.1	1.6
29	COc1cc2nc(CN3C(=O)c4ccccc4C3=O)oc(=O)c2cc1OC	-1.0	-3.5	x	-1.0	5.5	-0.6	1.3	-14.9	-10.7
30	CCOC(=O)c1c(NC(=O)C2CCCO2)sc(C)c1C (stereo not given)	-2.8	-0.8	1.0	7.3	1.1	-0.3	-2.3	-20.7	13.4
31	Cc1ccc(C(=O)CSc2nccn2-c2ccccc2)cc1	-3.4	-3.0	x	1.1	3.7	-1.0	0.3	-9.6	4.6
32	CCN(CCNC(=O)c1ccc(C#N)cc1)c1cccc(C)c1	0.4	-1.6	x	3.8	x	0.2	0.5	-3.5	x
33	CCOC(=O)N1CCN(C(=O)CCn2nc(-c3ccccc3)ccc2=O)CC1	-3.8	-1.6	0.4	0.3	-9.7	-0.7	1.0	18.8	1.6
34	CP(C)(=O)CCP(=O)(c1ccccc1)c1ccccc1	1.1	1.1	4.8	-4.3	-9.0	-0.9	0.5	4.1	5.6
35	CCc1nc2ccc(C(=O)NCCCn3ccnc3)cn2c1N(C)Cc1ccc(OC)cc1	-2.3	-2.0	0.6	1.5	-8.2	x	-0.3	1.0	9.2
36	O=C(CC1CCCCC1)N1CCCC(c2nc(-c3ccc(S(=O)(=O)N4CCCC4)cc3)no2)C1 (stereo not given)	-4.0	-1.7	-0.4	4.7	2.8	2.7	0.8	-8.1	15.6
37	O=C(CSc1ncccn1)Nc1ccc2c(c1)OCO2	-1.6	-8.0	0.6	0.5	4.5	-0.5	0.8	-4.2	6.9
38	S=c1[nH]nc(-c2cccnc2)n1-c1ccc2c(c1)OCCO2	-3.8	-3.2	2.8	-0.3	-8.4	0.0	-2.0	-8.8	-2.1
39	N#CCCN(C(=O)CSc1nnc(-c2ccncc2)n1C1CC1)c1ccccc1	-4.8	-1.2	0.3	-3.8	-4.3	-0.9	1.4	-0.1	6.1
40	O=c1[nH]c(=S)n(C2CC2)c(O)c1C=Nc1cccc(C(F)(F)F)c1	-2.2	-7.5	6.3	-0.2	-1.0	-0.9	-0.7	-5.4	0.5

An excerpt of these results, with one line to a screen.
25: O=C(c1ccc(NS(=O)(=O)c2ccc3c(c2)OCCO3)cc1)N1CCCCC1
22: CC(C)CN(C(=O)COC(=O)c1nc(Cl)ccc1Cl)c1c(N)n(Cc2ccccc2)c(=O)[nH]c1=O

Screen / compound no.	25	22
FadD28 binding	-2.7	-0.7
Anthrax LF inh2	4.0	3.8
TcdB GH inh	-0.1	0.6
Y pestis TopoI	-10.3	3.7
PrPC surface inh	7.4	2.6
PfHsp40 yeast	0.1	0.7
BoNT A protease	-0.1	-0.3
BoNT F protease	1.7	1.9
CCHF vOTU inh	5.3	-1.6

Next structures.
#	molecule	FadD28 binding	Anthrax LF inh2	TcdB GH inh	Y pestis TopoI	PrPC surface inh	PfHsp40 yeast	BoNT A protease	BoNT F protease	CCHF vOTU inh
41	Cc1ccc[n+](C(C)C(=O)Nc2ccc(C)c(C)c2)c1 (stereo not given)	-0.9	3.8	-0.3	1.3	-1.4	0.7	-0.1	u	-14.7
42	O=C(CN1CCN(C(=O)CCC(=O)N2CCC(c3ccccc3)=N2)CC1)Nc1ccc(F)cc1	-1.3	1.2	1.7	29.0	-9.2	-1.4	-0.9	-0.3	-9.1
43	CCOC(=O)c1ccc(NS(=O)(=O)c2c(N)[nH]c(=O)[nH]c2=O)cc1	-0.4	-7.4	0.3	8.4	0.6	0.3	-0.2	-0.9	-10.0
44	O=C(CN1CCN(C/C=C/c2ccccc2)CC1)Nc1ccc(F)cc1F	0.0	0.4	0.0	42.0	-9.2	-3.0	-1.3	-4.5	18.0
45	Clc1ccc(Nc2ccccc2)nn1	-1.7	-2.4	0.5	8.1	7.0	0.7	u	u	7.6
46	CCOP(=O)(OCC)c1nc(-c2ccc(Br)cc2)oc1N1CCCCC1	-3.4	-3.6	1.9	32.4	12.7	1.2	-2.8	24.8	0.1
47	COCCNC(=S)NC1CC2CCC(C1)N2Cc1ccccc1 (stereo not given)	-3.8	-6.5	0.4	-10.4	-9.9	-0.2	-2.0	-11.2	10.1
48	O=C(Nc1cccnc1)c1cnn2cccnc12	-0.4	-9.6	x	0.8	0.3	1.0	-1.8	-6.9	11.1
